# Compound activity: PubChem, several laboratories
# Furin inh = human furin inhibition | P09958 | purified furin, fluorogenic substrate cleavage | inhibition, % at 30 µM | 0.061% of 220,000 active | AID 463115; in the data active = inhibition above about 25%; also: inactives centre near -15
# Target sequence (P09958 108-714 limits assumed): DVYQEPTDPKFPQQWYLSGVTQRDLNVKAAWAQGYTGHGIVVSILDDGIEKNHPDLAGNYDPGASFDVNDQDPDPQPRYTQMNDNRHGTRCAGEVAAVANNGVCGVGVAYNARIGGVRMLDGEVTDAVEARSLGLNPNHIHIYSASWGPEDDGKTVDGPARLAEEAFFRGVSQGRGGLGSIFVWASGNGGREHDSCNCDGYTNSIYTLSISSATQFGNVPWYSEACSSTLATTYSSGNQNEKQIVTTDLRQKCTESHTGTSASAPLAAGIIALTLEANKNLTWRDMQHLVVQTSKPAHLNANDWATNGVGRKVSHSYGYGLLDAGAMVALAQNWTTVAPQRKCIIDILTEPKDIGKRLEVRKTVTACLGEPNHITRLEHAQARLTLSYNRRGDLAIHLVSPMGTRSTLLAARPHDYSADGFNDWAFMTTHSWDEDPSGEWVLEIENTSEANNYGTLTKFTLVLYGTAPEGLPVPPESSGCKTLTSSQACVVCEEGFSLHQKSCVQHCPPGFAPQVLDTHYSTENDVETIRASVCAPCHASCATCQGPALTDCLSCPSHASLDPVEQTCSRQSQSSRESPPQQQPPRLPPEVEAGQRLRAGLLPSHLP
# m-calpain inh = inhibitors of pig calpain II; purified calpain II, fluorogenic peptide substrate, 30 min; inhibition, % at 16 µM; 0.37% of 220,000 active;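 active = inhibition above about 50%, limit read from the data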
# TRPML3 ag = agonists of human TRPML3 channel | Q8TDD5 | 0.29% of 220,000 active | HEK293 TRPML3-YFP, Fluo-8 calcium fluorescence; 100% = the carbachol control signal | activation, % at 3 µM | AID 1448;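 active = activation above its plate's cutoff, the mean activation of the plate's test wells plus 3 SD, cut at about 12% in these data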;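 also: 0% = DMSO only wells and 100% = carbachol wells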
#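 Test system: HEK293 cells stably carrying human TRPML3-YFP; Doses: single dose, 3 µM final nominal compound, 0.3% DMSO final; Schedule: dye loading 1 h 37 °C then 30 min ambient, 125 s read; Technique: Fluo-8 calcium fluorescence; Benchmarks: high control carbachol 87 µM, low control DMSO.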
# EBV gp42 block = EBV gp42 inhibition; Q1HVG2; Fluorescence polarization binding assay, mP read-out; inhibition, % (tested at 21.74 µM); 0.42% of 220,000 active; AID 1085; in the data active = inhibition above about 50%
# Target sequence (Q1HVG2 whole entry, looked up): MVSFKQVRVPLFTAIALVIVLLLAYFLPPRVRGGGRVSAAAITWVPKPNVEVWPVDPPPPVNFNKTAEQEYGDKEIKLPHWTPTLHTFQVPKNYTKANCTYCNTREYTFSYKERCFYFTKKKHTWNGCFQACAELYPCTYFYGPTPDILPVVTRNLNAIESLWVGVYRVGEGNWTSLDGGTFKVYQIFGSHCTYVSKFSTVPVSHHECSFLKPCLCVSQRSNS
# KCC2 mod = KCC2 (human) Cl- transport modulation; KCC2 cells, thallium flux FluoZin-2 fluorescence; B-score of Tl+ flux slope (higher = more flux/activation; lower = inhibition) at 10 µM; 2.2% of 190,000 active;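 active = thallium flux slope and its plate-corrected score both differing from the plate sample mean at a set confidence after two filtering rounds, in either direction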;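 also: slope of fluorescence scaled to starting intensity during 10 to 20 s after thallium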
# zfTRPN1 agonist = zebrafish TRPN1 (NompC) channel agonism; activation, % at 3 µM; HEK293 zebrafish TRPN1-YFP, Fluo-8 calcium fluorescence; 100% = response to 87 µM carbachol; 0.18% of 220,000 active;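 active = activation above its plate's cutoff, the mean activation of test wells on that plate plus 3 SD, cut at about 19% in these data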;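 also: 0% = DMSO alone and 100% = 87 µM carbachol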
#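 Material: zebrafish TRPN1-YFP in HEK293 cells. Doses: one dose of 3 µM, 0.3% DMSO. Incubation: dye 1 h 37 °C plus 30 min RT. Measured by: intracellular calcium fluorescence with Fluo-8.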
# PPC-1+TRAIL kill = PPC-1 cancer cell killing with TRAIL present | PPC-1 cells + TRAIL, ATPLite viability luminescence | cell killing (% activity), % at 4 µM | 0.41% of 220,000 active | AID 1443;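 active = cell killing above 50% in the first pass at 4 µM, then a duplicate retest at 5 µM averaging 50% or more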;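 also: plate controls were cells with TRAIL plus DMSO for no effect and medium-only wells lacking cells for full effect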
# thrombin 1536 = thrombin (human) inhibition; alpha-thrombin, Boc-VPR-AMC fluorogenic substrate cleavage; inhibition, % at 5 µM; 0.26% of 220,000 active; AID 1046;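 active = inhibition at or above 40%; inactive = inhibition below 40%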;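 also: 0% = enzyme with no compound and 100% = wells without enzyme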
#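 Material: Human alpha-thrombin protein | Buffer or medium: pH 7.5 Tris-saline with Tween 20 | Reagent: Boc-VPR-AMC substrate, 15 µM final | Schedule: Reaction at ambient temperature | Detection: AMC fluorescence at 355 nm excitation and 460 nm emission | Evaluation: Percent inhibition scaled between no-compound controls and no-enzyme blanks | Controls: no-compound enzyme wells and no-enzyme blanks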
# TbHK1 inh = T. brucei hexokinase 1 inhibition; recombinant TbHK1, G6PDH-coupled NADH A340; inhibition, % at 10 µM; 0.11% of 220,000 active; AID 1430;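 active = inhibition of 50% or more in the single-dose primary screen; inactive = inhibition below 50%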
# * hit, by the source's call; i = inactive; nt = no result given; [ ] = remark or other dose. Not a hit list. Share with any hit: about 3.6%.
SMILES,Furin inh,m-calpain inh,TRPML3 ag,EBV gp42 block,KCC2 mod,zfTRPN1 agonist,PPC-1+TRAIL kill,thrombin 1536,TbHK1 inh
CCOc1ccc(CNC(=O)c2ccc(Sc3ccc(C)cc3)c(NC(C)=O)c2)cc1,-7,25,-0.2,-10,-0.036,-2.5,17,-9,31
O=C(Nc1cc(C(F)(F)F)ccc1F)C1CCCCC1,-11[20 µM],11,0.8,-27,nt,0.4,-9,4,-1
O=C(O)C1=C[C@H](C2CC2)C[C@H](OCCCCO)O1,-29,10,1.1,-7,1.1,1.3,-2,-2,-3
COc1ccc2c(c1OC)C(=O)OC2Nc1nc(-c2cc3cc([N+](=O)[O-])ccc3oc2=O)cs1 (stereo not drawn),-10,-3,0.5,14,-0.47,0.4,3,-8,-11
COCCNC(=S)N1CCN(c2cccc(C(F)(F)F)c2)CC1,-11,-27,1.2,10,-0.22,1.6,22,-1,-1
COc1ccc2c(COC(=O)CNC(=O)C34CC5CC(CC(C5)C3)C4)cc(=O)oc2c1,-46,-257,-0.3,-7,-0.17,1.6,14,-5,-19
CCOC(=O)Cc1nnc(NC(=O)Nc2ccccc2)s1,-14,16,0.0,-13,0.0082,2.3,-4,3,0
Cc1ccc(C2C(/C=C3/SC(=S)NC3=O)=C(c3cccs3)Oc3ccccc32)cc1 (stereo not drawn),-2[20 µM],-2,0.2,21,2.5,-0.6,5,1,30
C=C(C)C(=O)Nc1cccc(C2=NOC3(C2)C[C@@H](C(N)=O)N(C(=O)c2cc([N+](=O)[O-])cc([N+](=O)[O-])c2)C3)c1 (stereo partly drawn),-26,-37,nt,2,-1.3,nt,-8,-4,3
COc1cccc(-n2c(=O)[nH]cc(C(=O)Nc3ccc(NC(C)=O)cc3)c2=O)c1,-24,13,0.9,-9,0.22,0.1,14,-7,-15
COc1ccc(NS(=O)(=O)c2coc(C(N)=O)c2)cc1Cl,4,7,0.6,2,-0.1,1.3,nt,-12,6
CCCn1c(C(O)c2ccc(OC)cc2)nc2ccccc21 (stereo not drawn),-16[20 µM],16,-0.1,-6,nt,-0.9,9,4,3
CCOC(=O)/C(C#N)=C/c1ccc(-c2ccsc2C(=O)OC)o1,-15[20 µM],-89,0.8,45,i,1.2,15,2,-10
CCOc1cc(/C=N/NC(=O)CSc2nnc(C)s2)ccc1OCc1ccccc1Cl,-13,-2,0.2,-7,0.64,-0.6,20,-5,2
O=C(Nc1cc(N2CCOCC2)ncn1)Nc1cccc2ccccc12,-22[20 µM],-7,0.9,-17,0.24,1.1,-6,0,3
COc1cc(NC(=O)c2ccccc2)c(OC)cc1NC(C)=O,-28[20 µM],13,1.1,-15,0.24,-0.1,-3,4,-4
CC(C)NC(=O)c1ccc(-c2cccc(C(F)(F)F)c2)o1,-12[20 µM],-19,0.4,-20,0.019,-1.5,12,-5,-1
CC(C)C[C@@H](CN(N=O)[C@@H](Cc1ccccc1)CN(C)N=O)N(CCc1ccccc1)N=O,-29,0,0.3,-5,-0.42,-0.8,0,-4,-1
CCn1c(-c2ccc(OC)c(OC)c2)n[nH]c1=S,-19[20 µM],-38,0.0,-4,-0.75,-0.6,2,-3,8
Cc1cc(C)cc(NC(=O)Nc2ccc(-n3ccc(C(F)(F)F)n3)cc2)c1,-21,6,0.5,-18,0.43,7.4,2,-2,4
COc1ccccc1NC(=O)N(Cc1ccco1)Cc1cc2c(C)ccc(C)c2[nH]c1=O,18[20 µM],-33,-0.2,-2,-2.4,-1.5,23,-3,-7
Cc1ccc(NC(=O)CCC(=O)NNC(=O)c2ccccc2Cl)c(C)c1,-23,-23,0.7,-7,0.52,0.3,5,-6,-4
Cc1cc(NC(=O)c2cccc(S(=O)(=O)N3CCCCCC3)c2)n(-c2ccccn2)n1,-8,5,0.6,-6,nt,0.0,8,-6,1
Cc1ccc(C(=O)Cn2cnc3ccccc3c2=O)cc1,-15[20 µM],-6,-1.1,-22,0.044,-0.7,32,2,-1
O=C(NNc1nc2cc3c(cc2s1)OCCO3)c1ccccc1,-31,-31,0.5,3,-0.45,0.4,22,3,3
Cc1ccc(S(=O)(=O)N2CCC(=O)N(CCOCc3ccccc3C)CC2)cc1,-12,-88,0.9,-6,-0.025,1.0,17,0,1
O=C1CC(c2ccc3c(c2)OCO3)c2cc3c(cc2N1)OCO3 (stereo not drawn),-1[20 µM],-1,0.1,-6,nt,1.6,2,0,-1
CCOc1ccc(/C=C2\CCc3ccccc3C2=O)cc1,-7,-13,1.0,4,-0.1,-1.4,35,-3,-13
COc1ccc2nc(Nc3nc(C)c(C(C)=O)s3)sc2c1,-27,-54,1.1,-4,1,1.6,35,-4,-6
Oc1ccc(-c2cn3c(n2)SCC3)cc1O,-16[20 µM],-17,0.4,-22,0.51,-0.8,2,3,-1
CCOC(=O)c1sc(NC(=O)C2CC2)nc1C,-23,7,0.8,-10,nt,-0.1,7,-4,2
N#Cc1c(/N=C/N2CCOCC2)sc2c1CCCCC2,-9,5,0.7,-8,nt,-0.4,11,-5,-29
Cc1nnc(NC(=O)C2CCCN(c3ncccn3)C2)s1 (stereo not drawn),-36,-27,-0.9,-9,1,-0.8,0,-6,5
COCCN(Cc1cc2cc(C)c(C)cc2nc1Cl)C(=O)N1CCOCC1,-11,-15,1.0,-12,0.71,1.5,10,-4,-1
Cc1nn2c(NCc3ccccn3)cc(C(C)(C)C)nc2c1-c1ccccc1,-15,-35,0.5,-15,-0.52,-0.1,9,0,-14
CN(Cc1ccccc1)c1ccc(N2C(=O)CCCC2=O)cc1[N+](=O)[O-],-11,-8,0.9,-4,-2.8,1.6,15,-11,29

# Compound profiles (already shown).
# Cc1nnc(NC(=O)C2CCCN(c3ncccn3)C2)s1 (stereo not drawn) reads Furin inh: -36; m-calpain inh: -27; TRPML3 ag: -0.9; EBV gp42 block: -9; KCC2 mod: 1; zfTRPN1 agonist: -0.8; PPC-1+TRAIL kill: 0; thrombin 1536: -6; TbHK1 inh: 5
# Cc1nn2c(NCc3ccccn3)cc(C(C)(C)C)nc2c1-c1ccccc1 reads Furin inh: -15; m-calpain inh: -35; TRPML3 ag: 0.5; EBV gp42 block: -15; KCC2 mod: -0.52; zfTRPN1 agonist: -0.1; PPC-1+TRAIL kill: 9; thrombin 1536: 0; TbHK1 inh: -14

# (continued)
SMILES,Furin inh,m-calpain inh,TRPML3 ag,EBV gp42 block,KCC2 mod,zfTRPN1 agonist,PPC-1+TRAIL kill,thrombin 1536,TbHK1 inh
Cc1nnc(N/N=C/C2CC=CCC2)[nH]c1=O (stereo not drawn),-21,4,1.1,-20,0.019,1.1,-9,-2,-1
COc1ccc(C2CC(=O)N3C(=C2C#N)SCC3(O)c2ccccc2)cc1 (stereo not drawn),-21,8,-0.1,-15,-0.45,-0.2,6,-8,-20
CCc1ccccc1NC(=O)CSc1nnc([C@@H](NC(=O)OC(C)(C)C)C(C)C)o1,-25,6,0.1,-11,nt,0.7,13,8,2
COc1ccc(/C=C/C(=O)OCC(=O)Nc2ccc(Cl)cn2)cc1,-29,4,0.3,-17,-0.025,-0.2,-1,0,-3
Cc1ccc(C(=O)n2nnc3ccccc32)cc1,-25[20 µM],nt,0.8,nt,-0.29,0.0,nt,nt,5
Clc1ccc(CSc2nnc(-c3c[nH]c4ccccc34)o2)cc1,-20[20 µM],23,0.9,-4,nt,-0.5,-17,4,-6
COC(=O)c1sccc1S(=O)(=O)Nc1ccc(N2CCCCC2)cc1,-6,4,0.8,-13,0.29,1.8,-10,1,-6
COc1cccc(CN(CC2CCCO2)S(=O)(=O)c2ccc(S(=O)(=O)N(C)C)cc2)c1 (stereo not drawn),-30[20 µM],-22,14*,0,0.33,-0.5,8,-2,-4
CN(CCO)c1cc(N2CCC3(CC2)OCCO3)c2nonc2c1[N+](=O)[O-],6,4,0.9,-23,0.31,0.8,6,3,-15
COCCn1c(Cc2ccccc2)nnc1SCC(=O)NC(C)(C)C,-12,-36,0.0,-11,0.5,1.9,1,-2,1
O=C(CSc1nc(-c2ccccc2)cs1)Nc1ccccc1[N+](=O)[O-],-19,13,-1.3,9,0.011,-2.5,2,2,0
COC(=O)C1=C(CSc2nc3c(cc2C#N)CN(C)CC3)OC(N)=C(C#N)C1c1ccc(F)cc1 (stereo not drawn),-13[20 µM],-173,0.4,19,0.0037,1.8,18,2,-12
Cc1ccc(C)c(N2CCN(C(=O)CCCN3C(=S)NC(C)(C)CC3C)CC2)c1 (stereo not drawn),-14,-15,2.5,-6,0.32,5.9,-5,1,-3
CCOc1ccccc1CN1CCN(Cc2cccc3c2OCO3)CC1CCO (stereo not drawn),-10,-15,1.1,-21,-1.9,-0.1,-20,-13,11
CC1=C(C(=O)Nc2cccc(C)n2)C(c2ccc3c(c2)OCO3)C2=C(CC(c3ccco3)CC2=O)N1 (stereo not drawn),6[20 µM],-59,0.2,0,-0.42,1.3,1,-7,-15
CC1=C(C#N)C(Nc2ccc(Cl)cn2)(C(F)(F)F)C(=O)N1 (stereo not drawn),-13[20 µM],8,-0.8,-24,nt,-0.4,21,7,-7
CCO[C@H]1OC(C(N)=O)=C[C@@H](c2ccccc2)[C@@H]1CCCO,-19,17,0.7,-13,0.072,2.4,14,-4,-5
O=C(CSc1ncnc2c1oc1ccccc12)c1cccs1,-3,2,0.5,7,nt,0.4,40,-5,-6
CSc1ncccc1C(=O)OCC(=O)NC(N)=O,0[20 µM],-14,-0.3,-4,1.1,-0.4,10,3,-5
Cc1ccc([N+](=O)[O-])cc1N(CC(=O)NCC1CCCO1)S(C)(=O)=O (stereo not drawn),-16,-3,0.5,-20,0.23,1.3,34,-3,-5
CCCCNC(=S)NCCN1CCN(C(=S)NCCCC)CC1,-30,-8,0.6,-13,0.23,1.5,3,-21,-11
O=C(O)CSc1nnc(-c2ccncc2)n1CCc1ccccc1,-17,-7,0.5,-24,0.34,1.3,19,1,0
CCOC(=O)c1sc(=S)n(-c2ccc(C)cc2)c1N,-16,-4,0.5,-18,0.48,0.1,-6,4,-13
COc1ccc(-n2nnnc2SCC(=O)Nc2ccccc2N2CCOCC2)cc1,-17,4,-0.7,-3,1.5,-1.8,9,-3,-5

# Three records drawn at random from the list so far, as already listed:
SMILES,Furin inh,m-calpain inh,TRPML3 ag,EBV gp42 block,KCC2 mod,zfTRPN1 agonist,PPC-1+TRAIL kill,thrombin 1536,TbHK1 inh
CCOc1ccc(CNC(=O)c2ccc(Sc3ccc(C)cc3)c(NC(C)=O)c2)cc1,-7,25,-0.2,-10,-0.036,-2.5,17,-9,31
CCOC(=O)c1sc(=S)n(-c2ccc(C)cc2)c1N,-16,-4,0.5,-18,0.48,0.1,-6,4,-13
COCCN(Cc1cc2cc(C)c(C)cc2nc1Cl)C(=O)N1CCOCC1,-11,-15,1.0,-12,0.71,1.5,10,-4,-1

# Remaining list, next part
SMILES,Furin inh,m-calpain inh,TRPML3 ag,EBV gp42 block,KCC2 mod,zfTRPN1 agonist,PPC-1+TRAIL kill,thrombin 1536,TbHK1 inh
O=C(NCc1cccs1)C1CC(=O)N(C2CCCC2)C1 (stereo not drawn),-8[20 µM],-25,0.0,-15,-0.21,0.6,16,-6,0
O=C(CN1CCN(Cc2ccccc2F)C1=O)NCCN1CCOCC1,-15,-12,nt,-22,-1.1,nt,23,-2,1
O=C(CCc1ccccc1)NN1C(=O)C2C3C=CC(O3)C2C1=O (stereo not drawn),-16,3,0.3,-16,0.23,0.2,26,-5,0
Cc1ccc(CN2CCN(/N=C/c3cccnc3)CC2)cc1,-4,6,1.0,0,0.19,1.9,-5,-9,-11
O=c1[nH]ncc(N/N=C\c2cccs2)c1Cl,8,0,-0.6,-4,-0.16,-1.5,37,-13,-47
